AT treatment: potential ataxia-telangiectasia treatment. […] A-T fibroblasts, KAP-1 phosphorylation AlphaLISA; neocarzinostatin DNA damage 30 min before lysis. 320,000 compounds, 0.19% hits. Potency, µM (titrated, usually from 57.5 µM), without a hit: at the highest dose activation, actives largely listed as activators; also: potency is read from the fitted curve at half-maximal effect; % of control where 0% means no effect; nearly all actives have a fitted effect of over 45% in size
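hTERT-immortalized A-T patient fibroblasts ([…]), 500 cells/well in OPTI-MEM, 1% FBS, got compounds for 60 min, then NCS for 30 min at 37C. Lysates were then assayed for phospho-KAP-1 by AlphaLISA (anti-pKAP1 donor, anti-KAP1 acceptor beads), 6 hr at 25C.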
TRPV1 agonist: agonists of human vanilloid receptor 1 (TRPV1). Q8NER1. TRPV1-expressing cells, Fluo-8 calcium influx, agonist mode. activation, % at 8.33 µM. 320,000 compounds, 0.19% hits. AID 540275; in the data active = activation above about 80%; inconclusive = between about 30% and that limit; also: 0% is about no effect
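TRPV1-expressing cells were cultured overnight at 35.5C and loaded with Fluo-8 calcium dye for 40 to 90 min at room temperature. After a 10 s baseline, compound was added and calcium influx was read kinetically for 3 min (ex 480/em 520 nm).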
KCNH2 3.1 inh: blocks the human KCNH2 3.1 channel isoform. activity change, % (tested at about 1.8 µM). U2OS KCNH2 3.1, thallium flux FluxOr; hits give low values. 340,000 compounds, 0.95% hits;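 active = maximum activity change below -70%; inconclusive = maximum activity change from -70% to -50%; inactive = maximum activity change above -50%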;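 also: thallium influx rate constant from kinetic fluorescence after stimulation buffer; % is scaled to controls: 0 for no effect and ±100 for the full control effect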
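Thallium flux via FluxOr fluorescence (Red40 quencher, 45 min loading) in U2OS cells virally expressing the KCNH2 3.1 isoform (1.77 x 10^8 /mL virus, overnight at 37 C). Rate constants from 2-min kinetic reads post-stimulation, normalised to positive and negative controls.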
Mito fusion act: blocks mitochondrial division or promotes mitochondrial fusion; S. cerevisiae fusion-defective mutant growth rescue, CellTiterGlo 48 h; Potency, µM (titrated, usually from 46.1 µM), for the others: at the top dose growth rescue (activation), most hits filed as activators; 320,000 compounds, 0.23% hits;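 also: potency is read from the fitted curve at half-maximal effect; % of control where 0% means no effect; nearly all actives have a fitted effect of over 45% in size; temperature-sensitive fusion mutants such as fzo1-1 at 37 °C on non-fermentable ethanol glycerol medium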
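Luminescent cell viability in 1536-well qHTS format served as the measure of rescued growth in ts fusion-mutant S. cerevisiae cultured on non-fermentable YPEG for 48 hours at 37C.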
USP2a block: inhibitors of human ubiquitin-specific protease USP2a. O75604. USP2 core, Ub-CHOP2 coupled fluorogenic reporter, 485/531. Potency, µM (top dose mostly 38.3 µM), for the others: at the top dose activity change, negative = inhibition, actives largely listed as inhibitors. 330,000 compounds, 0.01% hits;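 also: potency is read from the fitted curve at half-maximal effect; plate controls were DMSO wells for no effect and full inhibition by NEM control for full effect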
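Deubiquitinase activity read as fluorescence (485/531 nm) after Ub-CHOP2 cleavage activates the enterokinase reporter on its substrate; USP2 core 10nM, Ub-CHOP2 and substrate 25nM each, 30min compound preincubation then 60min RT; data normalized to NEM, curves fitted.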
Eya2 phos inh: Eya2 (human) phosphatase inhibition. 330,000 compounds, 0.006% hits. recombinant Eya2, OMFP fluorescence dephosphorylation (OMFP is methylfluorescein phosphate). O00167. Potency, µM (top dose mostly 76.9 µM), for the others: at the top dose activity, negative = inhibition, actives largely listed as inhibitors. AID 488837; also: potency is read from the fitted curve at half-maximal effect; % is scaled to controls: 0 for no effect and ±100 for the full control effect
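Eya2 (0.2 uM) preincubated 10 min at ambient with compound, then OMFP substrate added at 50 uM; 10 min reaction in 50 mM HEPES pH 7.5, 50 mM NaCl, 5 uM MgCl2, 0.05% BSA, 1 mM DTT. Fluorescence read at Ex 485/Em 525 nm.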
KCNH2 WT inh: blocks the wildtype human KCNH2 potassium channel; activity change, % at 1.84 µM; AID 720551; U2OS, BacMam KCNH2, thallium flux FluxOr; hits give low values; 340,000 compounds, 0.37% hits;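 active = maximum activity change below -70%; inconclusive = maximum activity change between -70% and -50%; inactive = maximum activity change above -50%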; also: % is scaled to controls: 0 for no effect and ±100 for the full control effect
Target sequence (Q12809 whole entry, looked up): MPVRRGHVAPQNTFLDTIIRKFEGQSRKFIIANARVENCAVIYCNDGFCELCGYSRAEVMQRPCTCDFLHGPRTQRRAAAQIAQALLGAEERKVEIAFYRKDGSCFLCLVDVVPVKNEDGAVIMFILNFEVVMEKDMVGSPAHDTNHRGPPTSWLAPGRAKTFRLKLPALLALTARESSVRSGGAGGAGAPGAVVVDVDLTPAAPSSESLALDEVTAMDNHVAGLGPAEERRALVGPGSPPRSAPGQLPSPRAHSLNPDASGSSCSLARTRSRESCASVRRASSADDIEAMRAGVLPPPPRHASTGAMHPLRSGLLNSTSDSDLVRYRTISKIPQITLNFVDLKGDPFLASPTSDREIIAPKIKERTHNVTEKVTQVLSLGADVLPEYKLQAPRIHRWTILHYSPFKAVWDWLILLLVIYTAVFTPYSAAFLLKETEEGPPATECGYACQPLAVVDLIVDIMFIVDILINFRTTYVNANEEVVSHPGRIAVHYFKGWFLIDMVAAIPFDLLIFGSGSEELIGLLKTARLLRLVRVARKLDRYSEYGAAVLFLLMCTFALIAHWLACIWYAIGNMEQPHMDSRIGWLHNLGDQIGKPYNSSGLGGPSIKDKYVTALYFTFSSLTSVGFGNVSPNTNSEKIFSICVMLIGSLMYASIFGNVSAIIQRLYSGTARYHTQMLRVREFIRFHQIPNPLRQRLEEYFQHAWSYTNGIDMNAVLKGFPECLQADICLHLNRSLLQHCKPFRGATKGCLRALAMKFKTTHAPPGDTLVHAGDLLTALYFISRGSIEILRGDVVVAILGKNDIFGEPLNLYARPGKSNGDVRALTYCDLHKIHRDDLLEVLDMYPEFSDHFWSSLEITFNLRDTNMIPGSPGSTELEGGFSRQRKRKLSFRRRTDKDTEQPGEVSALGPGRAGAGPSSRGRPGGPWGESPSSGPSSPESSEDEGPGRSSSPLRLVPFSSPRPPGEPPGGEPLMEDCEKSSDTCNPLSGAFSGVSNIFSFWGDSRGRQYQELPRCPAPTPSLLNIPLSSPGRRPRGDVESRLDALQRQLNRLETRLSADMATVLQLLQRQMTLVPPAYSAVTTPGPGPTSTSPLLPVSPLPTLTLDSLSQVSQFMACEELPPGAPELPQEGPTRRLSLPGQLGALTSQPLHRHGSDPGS
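U2OS cells transduced with wild-type KCNH2 virus are loaded with FluxOr dye for 45 min, and thallium flux is measured in kinetic reads before and after stimulation buffer. Rate constants are normalized to DMSO controls.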
TSHR antagonist: human thyrotropin receptor antagonism. TSHR-expressing cells, TSH-stimulated cAMP HTRF, 2 h; hits give low values. 330,000 compounds, 0.2% hits. activity change, negative = inhibition, % at 11.5 µM. AID 504810;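 active = activity change below a set negative limit, meaning inhibition stronger than a set level, cut at about -70% in these data; inconclusive = activity change between two set negative limits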; also: % is scaled to controls: 0 for no effect and ±100 for the full control effect
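Cell-based HTRF cAMP assay; TSHR cells + compound, TSH EC80 (4nM final), 2 h, 37 deg C. Lysis with anti-cAMP cryptate and cAMP-d2, 30 min RT, read 665/620 nm.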
ELG1 repair inh: inhibitors of ELG1-dependent DNA repair in HEK293T cells; HEK293T ELG1-luciferase reporter, luminescence, 16 h; DNA damage induced by 5-fluorouridine; Potency, µM (highest dose often 46.1 µM), for inactives: at the top dose activity change, negative = inhibition, usual class: inhibitors; 330,000 compounds, 2.3% hits; AID 504467; also: potency is read from the fitted curve at half-maximal effect; % is scaled to controls: 0 for no effect and ±100 for the full control effect; nearly all actives have a fitted effect of over 55% in size
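Reporter activity after DNA damage by 5-fluorouridine is monitored. Compound-treated cells incubate 16 hr at 37 °C, then ONE-Glo is added for 30 min before luminescence reading.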
TCR activator: T cell receptor activation | primary human leukocytes, anti-CD3, IL-2 HTRF, 48 h | Potency, µM (top dose mostly 9.22 µM), inactives show top-dose activation of IL-2 secretion, hits mostly activators | 330,000 tested, under 10 active | AID 504894; also: % of control where 0% means no effect
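TCR engagement came from a-CD3 beads alone, with compounds added to primary human leukocytes for 48 hr. Secreted IL-2 bridged europium cryptate- and d2-labelled anti-IL-2 antibodies, giving FRET emission at 665nm after 320nm excitation.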
* marks the source's active call; other numbers are inactive results; i = inactive; ? = inconclusive; / = not tested or not shown; [ ] = remark or other dose. Unless noted, calls follow the shape of the dose curve; as a rule, active = well fitted curve in the direction sought with a large enough effect; inconclusive = small, poorly fitted or top-dose-only effect, or another doubt; inactive = no such curve, though single readings can be large; an effect the other way counts as inactive or inconclusive. An excerpt. The share of hits here may be higher or lower than overall.

SMILES	AT treatment	TRPV1 agonist	KCNH2 3.1 inh	Mito fusion act	USP2a block	Eya2 phos inh	KCNH2 WT inh	TSHR antagonist	ELG1 repair inh	TCR activator
CC1CCCC(C)N1C(=O)/C=C/c1ccc(S(=O)(=O)N2CCOCC2)cc1 (stereo not drawn)	10%	?	-6	-4%	-1%	19%	0	0	13µM*	-3%
Cc1cc(C)c(OCC(=O)NCC2COc3ccccc3O2)c(C)c1 (stereo not drawn)	14%	11	-15	22%	-7%	-11%	-20	6	-1%	8%
COC(=O)c1cc(NC(=O)COC(=O)CN2C(=O)C3CC=CCC3C2=O)cc(C(=O)OC)c1 (stereo not drawn)	1%	-4	0	1%	0%	10%	-2	-9	6%	11%
O=C(N/N=C1\CCS(=O)(=O)c2ccc(F)cc21)c1ccc(O)cc1	8%	0	-8	-14%	9%	20%	-7	15	7%	10%
Cc1cc(SCC(=O)N2CCC(c3noc4ccc(F)cc34)CC2)nc2ccccc12	-8%	8	-7	20%	1%	-24%	1	1	21µM*	-7%
C/C(=N/OCO/N=C(\C)c1ccccc1F)c1ccccc1F	11%	20	-11	0%	2%	5%	15	-7	-4%	-3%[46.1 µM]
COc1ccccc1OCC(=O)N/N=C1/C=C(C)CC1	-6%	-3	-5	-1%	2%	12%	0	3	9%	-3%
Cc1ccc(SCC(=O)Nc2cc([N+](=O)[O-])ccc2O)cc1	-3%	5	1	?	1%	1%	-1	-19	?	4%
COCCNC(=O)C1Cc2cc(S(=O)(=O)N3CCCC3)ccc2N1C(C)=O (stereo not drawn)	4%	1	-21	0%	1%	3%	-21	-2	-15%	2%
COc1cccc(-n2cc(C(=O)NC(C)C)c3ccccc3c2=O)c1	5%	-4	22	-27%	-1%	9%	-2	5	?	-2%
Cc1ccccc1-c1nnc(-c2cccs2)o1	-2%	18	4	0%	3%	3%	9	-5	?	1%
CN(C)S(=O)(=O)c1ccc(N2CCCC2)c(C(=O)Nc2nc(-c3cc(F)ccc3F)cs2)c1	0%	0	-32	-16%	3%	-9%	27	11	?	3%[46.1 µM]
CC(=O)Nc1cc2c3c(c1)CCN3C(=O)CC2	4%	3	8	-15%	2%	6%	/	-17	-1%	-12%
CC(=O)Nc1cccc(C(=O)OCC(=O)N2CCC(c3ccccc3)=N2)c1	6%	15	-12	-4%	2%	14%	2	5	?	9%
CC(C)CN1CCC(=O)N(CCOc2ccccc2)CC1	/	1	-12	-4%	-1%	-13%	10	-2	?	-6%
COc1ccccc1NC(=O)c1csc2c1CCCC2	16%	15	2	2%	2%	-22%	-7	-3	?	0%
COCCCn1c(SCc2nnc(-c3ccc(OC)c(OC)c3)o2)nnc1-c1ccncc1	/	-2	0	-2%	1%	0%	-1	3	-29%	5%[46.1 µM]
COCCN1Cc2cccc(C(=O)NCC3CCN(CC(C)C)C3)c2C1=O (stereo not drawn)	-3%	1	6	6%	0%	8%	i	-7	-5%	6%
Cc1nc(-c2ccc(NC(=O)c3ccccc3Br)cc2)cs1	-3%	6	-7	23%	2%	3%	-3	-9	?	-2%[46.1 µM]
Cc1cccc(CN2CCN(c3ncccn3)CC2)c1	4%	18	-5	2%	-4%	3%	1	2	-1%	/
Cc1ccc(C(=O)N/N=C\c2c(C)nn(-c3ccccc3)c2Cl)cn1	-7%	?	6	-14%	4%	-1%	13	5	18%	-2%[46.1 µM]
Cc1cc(C)n(-c2ccc(C(=O)Nc3cccc(S(=O)(=O)N4CCCC4)c3)cc2)n1	2%	5	13	-1%	4%	8%	8	-17	?	3%
CC(C)(C)SCCNC(=O)COc1ccc(Cl)cc1	1%	1	7	-4%	-2%	-14%	2	-4	18%	-10%
O=C(COC(=O)/C=C/c1ccco1)NCCc1ccccc1	3%	2	13	6%	2%	15%	-7	-12	-6%	/
CCCOc1ccc(C(=O)NCC(c2cccs2)N(C)C)cc1OC (stereo not drawn)	-6%	7	-29	0%	1%	-9%	5	7	6%	2%[46.1 µM]
CCOC(=O)CSc1nc2ccc(C)cc2[nH]1	2%	1	7	-1%	3%	6%	-1	-5	?	-3%[46.1 µM]
Cc1cccc(C(=O)Nc2cc(S(=O)(=O)N3CCOCC3)ccc2N2CCCC2)c1	0%	-3	0	-2%	0%	-4%	5	-2	?	-1%
CC(=O)NC(Cc1ccccc1F)C(=O)NC1CCN(C(=O)Nc2ccc(C)cc2)CC1 (stereo not drawn)	-10%	0	-7	?	1%	8%	6	-3	-1%	9%
Nc1ccc(Sc2cc(Cl)nc(N)n2)cc1	-6%	13	/	-9%	2%	-19%	/	10	13%	/
OCC1(Cc2ccc(Cl)cc2)CCN(CC2CC=CCC2)CC1 (stereo not drawn)	-5%	1	-72*	-2%	-2%	-22%	36	-6	0%	6%
O=C(NC1CCN(C(=S)Nc2ccc(F)cc2)CC1)C1CCCCC1	-1%	0	-22	8%	0%	-3%	3	-7	10%	5%
Cc1ccc(NC(=O)CN(C)C(=O)C(C)OC(=O)c2ccccc2NCCO)cc1 (stereo not drawn)	17%	1	-4	-7%	2%	10%	-28	10	-2%	0%
CN1C(=O)CC(N2CCN(c3ccc(Cl)cc3)CC2)C1=O (stereo not drawn)	/	?	10	-1%	8%	-11%	1	7	-11%	-10%
O=[N+]([O-])c1cc(S(=O)(=O)N2CCCCC2)ccc1NCc1cccc(Cl)c1	0%	-2	-14	18%	2%	0%	-3	-15	2%	-4%[46.1 µM]
CC(C)(C)OC(=O)N1CCN(C(=O)c2[nH]cnc2C(=O)Nc2nccs2)CC1	0%	-1	2	-4%	1%	-20%	-3	1	10%	-3%
COc1cc2c(cc1OC)C(c1cccc([N+](=O)[O-])c1)N(C(=O)CCC(=O)O)CC2 (stereo not drawn)	-1%	0	1	-9%	0%	11%	-3	-10	9%	-5%
CCOc1ccc(OCCC(=O)OCC(=O)NC(C)c2ccccc2)cc1 (stereo not drawn)	-1%	5	-6	6%	1%	7%	0	3	11%	-6%
O=C(NCCc1ccc(Cl)cc1)c1ccc2c(c1)OCCO2	-1%	10	13	2%	0%	-11%	-3	10	?	-5%
Cc1ccc(SCC(=O)OC(C)C(=O)NCc2ccccc2)cc1C (stereo not drawn)	-1%	?	-12	10%	2%	3%	-4	-5	-3%	3%
Cc1cccc(/C=N/NC(=O)c2cc(Br)ccc2O)n1	-3%	-2	35	-14%	1%	11%	-1	5	?	-1%

Single entries from the results shown:
KCNH2 3.1 inh with CCOC(=O)CSc1nc2ccc(C)cc2[nH]1 : 7
USP2a block with C/C(=N/OCO/N=C(\C)c1ccccc1F)c1ccccc1F : 2%

(list continues)
SMILES	AT treatment	TRPV1 agonist	KCNH2 3.1 inh	Mito fusion act	USP2a block	Eya2 phos inh	KCNH2 WT inh	TSHR antagonist	ELG1 repair inh	TCR activator
O=S(=O)(Nc1cccc2nsnc12)c1ccccc1	-4%	-2	-19	4%	0%	7%	9	5	-1%	0%
O=C1CCC(=O)N1c1ccc(NCCc2ccccc2F)c([N+](=O)[O-])c1	2%	6	-7	4%	3%	6%	22	8	?	2%
O=C(CCc1ccc(S(=O)(=O)NCCc2ccccc2)cc1)NCc1ccc2c(c1)OCO2	2%	-2	1	8%	-1%	-3%	-5	-10	?	-1%
COc1ccc(-c2nnn(CC(=O)N(CC(=O)NCCC(C)C)Cc3cccs3)n2)cc1OC	1%	1	7	0%	0%	-1%	6	2	-27%	-7%
COC(=O)c1ccc(COn2c(=O)c(C)[n+]([O-])c3ccccc32)cc1	-6%	1	-16	0%	5%	-7%	2	-13	1%	-1%
Cn1c(=O)c2c(SCC(=O)NCc3ccco3)nc(CC(C)(C)C)nc2n(C)c1=O	0%	/	-3	8%	1%	-12%	11	1	?	3%
c1ccc2c(c1)OCCOCCOc1ccccc1OCCOCCO2	-2%	3	-79*	?	2%	5%	23	8	?	-4%[46.1 µM]
CN1CCC(OC(=O)c2ccco2)CC1	-3%	1	17	-3%	0%	3%	-6	-3	-3%	14%
CCN(C(=O)c1ccc2c(Cl)c3c(nc2c1)CCC3)c1ccc(C)c(C)c1	?	-6	-9	-15%	-3%	-11%	-1	-3	?	-6%
CC(C)c1nnc(NC(=O)c2nc(S(=O)(=O)Cc3ccccc3F)ncc2Cl)s1	-1%	0	1	-14%	2%	0%	-21	?	?	1%
N#CCSc1nnc(C2CCCCC2)n1Cc1ccccc1	-5%	-1	-1	0%	2%	-1%	-1	-9	-21%	/
CC(=O)c1cccc(NC(=S)NC(=O)Cc2ccc(Cl)cc2)c1	2%	18	-2	-7%	2%	-8%	1	17	0%	/
Cc1cc(NC(=O)c2ccc(S(=O)(=O)N(C)CC3CCCO3)cc2)no1 (stereo not drawn)	5%	-5	4	-1%	3%	4%	1	0	15%	-2%

Screening data as filed in PubChem BioAssay.
